Source: PubChem (National Center for Advancing Translational Sciences (NCATS))
uPA surface inh: blocks generation of uPA at the cell surface; Potency, µM (titrated, usually from 38.3 µM), for the others: at the top dose activity change, negative = inhibition, usual class: inhibitors; actives 0.31% (n = 330,000); cell surface uPA generation assay, qHTS; active means well fitted inhibition curve with a large enough effect; inconclusive means small, poorly fitted or top-dose-only effect; inactive means no such curve, though single readings can be large or run the other way; tested in mouse RAW 264.7 cells; further: potency means the concentration at half of the fitted maximal effect; on the % scale 0 is the no-effect control and ±100 the full control effect; nearly all actives have a fitted effect of over 55% in size
Gal4-VP16 FLuc: counter-screen for ROR gamma inhibitors: Gal4-VP16 reporter | Drosophila S2 Gal4-VP16 UAS-luciferase, luminescence, 20 h | Potency, µM (highest dose often 53.6 µM), for the others: at the top dose activity, negative = inhibition, most hits filed as inhibitors | actives 3.5% (n = 310,000);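 further: Gal4-VP16 expression switched on by copper sulfate through the metallothionein promoter; potency means the concentration at half of the fitted maximal effect; on the % scale 0 is the no-effect control and ±100 the full control effect; nearly all actives have a fitted effect of over 50% in size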
Giardia killer: Giardia lamblia killing; activity change, % at 7.66 µM, hits read low; Giardia lamblia trophozoite viability; AID 540267; actives 0.15% (n = 340,000); in the data active means activity change below about -80%; inconclusive means between about -30% and that limit;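 further: parasites exposed to compound for two days anaerobically before the ATP read; on the % scale 0 is the no-effect control and ±100 the full control effect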
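Giardia lamblia trophozoites (100 cells/well) were incubated with compounds for 48 h at 37 deg C under anaerobic conditions. Viability was read as ATP content by one-step luminescence after 15-30 min at room temperature.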
Rab9 prom act: activators of Rab9 promoter; actives 2.8% (n = 320,000); Huh7 Rab9 promoter-luciferase reporter, luminescence, 24 h; Potency, µM (titrated, usually from 9.22 µM), for the others: at the highest dose activation, negative = inhibition, usual class: activators; further: potency means the concentration at half of the fitted maximal effect; % of control where 0% means no effect; nearly all actives have a fitted effect of over 60% in size
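Promoter activation is measured as luciferase luminescence in Huh7 cells stably transfected with a Rab9 promoter–luciferase construct, following 24 h compound exposure at 37 °C and 10 min reagent incubation at ambient temperature.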
Tb PFK block: T. brucei PFK enzyme inhibition; O15648; T. brucei PFK, ADP-Glo luminescence; Potency, µM (series often up to 57.5 µM), for inactives: at the highest dose activity, negative = inhibition, most hits filed as inhibitors; actives 0.17% (n = 330,000);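 further: potency means the concentration at half of the fitted maximal effect; 0% = uninhibited 1x PFK enzyme wells and -100% = no-enzyme wells; nearly all actives have a fitted effect of over 60% in size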
Target sequence (O15648 whole entry, looked up): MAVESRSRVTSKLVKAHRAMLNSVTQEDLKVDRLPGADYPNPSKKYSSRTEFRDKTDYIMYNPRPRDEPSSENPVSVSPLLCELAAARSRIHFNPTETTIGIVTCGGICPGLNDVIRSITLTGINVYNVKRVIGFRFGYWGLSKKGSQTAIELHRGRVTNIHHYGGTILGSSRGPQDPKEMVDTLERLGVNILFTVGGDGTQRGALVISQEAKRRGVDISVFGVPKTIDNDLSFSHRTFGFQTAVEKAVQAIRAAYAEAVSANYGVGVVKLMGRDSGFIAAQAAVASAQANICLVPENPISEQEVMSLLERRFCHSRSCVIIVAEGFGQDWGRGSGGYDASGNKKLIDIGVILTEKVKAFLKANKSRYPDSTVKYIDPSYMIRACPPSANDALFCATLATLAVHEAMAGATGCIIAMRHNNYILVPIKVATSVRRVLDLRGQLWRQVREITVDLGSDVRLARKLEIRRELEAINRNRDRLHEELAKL
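In TEA buffer at pH 8.0 with 5 mM MgCl2, enzyme (1.25 nM) converted F6P (0.5 mM) and ATP (0.1 mM) for 45 min at room temperature. ADP product was read by luciferase luminescence.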
FBPA coupling cs: inhibits coupling enzyme system, counter-screen for aldolase hits; coupling enzyme system counterscreen, AmpLite Red fluorescence; activity change, negative = inhibition, % at 58.2 µM, hits read low; actives 0.67% (n = 290,000); AID 2472; in the data active means activity change below about -30%; further: on the % scale 0 is the no-effect control and ±100 the full control effect
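Coupling enzymes only (glyceraldehyde-3-phosphate) + compound, at 57.5 uM final, 10 min RT; add substrate/coupling/AmpLite Red mix, 20 min RT; fluorescence ex 525/em 598 nm. Actives flag coupling-system interference.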
RORgamma inh: inhibitors of mouse ROR gamma transcriptional activity | AID 2551 | Drosophila S2 Gal4-RORgamma UAS-luciferase reporter, 20 h | actives 5.4% (n = 310,000) | Potency, µM (top dose mostly 53.6 µM), for inactives: top-dose activity change, negative = inhibition, usual class: inhibitors; further: potency means the concentration at half of the fitted maximal effect; on the % scale 0 is the no-effect control and ±100 the full control effect; nearly all actives have a fitted effect of over 60% in size
Target sequence (P51450 whole entry, looked up, the tested form may be a part): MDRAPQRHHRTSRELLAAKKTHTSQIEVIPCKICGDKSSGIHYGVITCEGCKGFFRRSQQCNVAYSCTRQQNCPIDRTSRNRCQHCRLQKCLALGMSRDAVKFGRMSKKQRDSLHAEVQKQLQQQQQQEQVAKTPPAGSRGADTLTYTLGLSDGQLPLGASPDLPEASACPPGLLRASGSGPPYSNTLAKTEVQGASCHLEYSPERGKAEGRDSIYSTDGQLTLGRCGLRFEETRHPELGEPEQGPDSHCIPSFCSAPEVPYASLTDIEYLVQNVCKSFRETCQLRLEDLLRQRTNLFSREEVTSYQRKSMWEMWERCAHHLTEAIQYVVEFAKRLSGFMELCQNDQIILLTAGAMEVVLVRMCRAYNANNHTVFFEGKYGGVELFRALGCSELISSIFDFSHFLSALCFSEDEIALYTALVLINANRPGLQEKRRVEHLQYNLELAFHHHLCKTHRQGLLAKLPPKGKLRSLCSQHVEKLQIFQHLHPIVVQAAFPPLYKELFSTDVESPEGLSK
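Compounds are pin-transferred onto Drosophila Schneider cells expressing a copper-inducible Gal4–ROR gamma transactivation domain fusion. After 1 hr, copper sulfate is added to 700 uM final; luciferase is read 20 hr later.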
NPC1 promoter act: activators of NPC1 promoter; Huh7 NPC1 promoter luciferase reporter, 24 h; Potency, µM (highest dose often 9.22 µM), without a hit: at the highest dose activation, usual class: activators; actives 2.4% (n = 320,000);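 further: potency means the concentration at half of the fitted maximal effect; % of control where 0% means no effect; nearly all actives have a fitted effect of over 60% in size; reporter is driven by a mutant NPC1 promoter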
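Luminescence read-out of NPC1 promoter-driven luciferase in stably transfected Huh7 cells; compounds delivered in DMSO and left 24 h at 37C, 5% CO2, qHTS titration format.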
ELG1 genotox: genotoxicity induction in ELG1-luciferase HEK293T cells; actives 1.3% (n = 330,000); Potency, µM (top dose mostly 46 µM), inactives show at the top dose activity change, positive = activation, usual class: activators; HEK293T ELG1-luciferase reporter, luminescence, 16 h; further: potency means the concentration at half of the fitted maximal effect; % of control where 0% means no effect; nearly all actives have a fitted effect of over 60% in size
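HEK293T cells expressing luciferase-tagged ELG1 were treated with compound or DMSO for 16 hr at 37°C. Luciferase activity was then read after 30 min with ONE-Glo at room temperature; rising signal flags genetic stress.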
FLuc modulator: firefly luciferase modulation, counter-screen for miR-21 project; P08659; Potency, µM (top dose mostly 57.5 µM), for the others: at the highest dose activity change, negative = inhibition, usual class: inhibitors; purified FLuc, Km substrates, luminescence inhibition; actives 6.9% (n = 360,000);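 further: potency means the concentration at half of the fitted maximal effect; plate controls were vehicle for no effect and reference inhibitor for full effect; nearly all actives have a fitted effect of over 55% in size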
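Purified P. pyralis luciferase, 10 nM final, with Km-level 10 uM D-luciferin and 10 uM ATP in 50 mM Tris acetate pH 7.5, 10 mM Mg acetate, 0.01% Tween-20, 0.05% BSA; 6-point qHTS titration about 60 µM downward; luminescence read.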
KCNH2 3.1 inh: inhibitors of human KCNH2 3.1 potassium channel isoform | U2OS KCNH2 3.1, thallium flux FluxOr; active compounds read low | activity change, % (tested at about 1.8 µM) | actives 0.95% (n = 340,000) | AID 720553;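 active means maximum activity change below -70%; inconclusive means maximum activity change from -70% to -50%; inactive means maximum activity change above -50%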;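 further: thallium influx rate constant from kinetic fluorescence after stimulation buffer; on the % scale 0 is the no-effect control and ±100 the full control effect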
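Channel expression came from 3.1 mutant virus (1.77 x 10^8 /mL) applied to suspended U2OS cells for 4 h. Flux was tracked with FluxOr dye plus Red40 quencher, and kinetic rate constants normalized to controls.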
* marks the source's active call; other numbers are inactive results; ? = inconclusive; . = not tested or not shown; & = joins results of further samples; [ ] = another dose, or the depositor's remark. Unless noted, the call rests on the fitted dose curve; in most records, active means well fitted curve in the direction sought with a large enough effect; inconclusive means small, poorly fitted or top-dose-only effect, or another doubt; inactive means no such curve, though single readings can be large; an effect the other way counts as inactive or inconclusive.

SMILES	uPA surface inh	Gal4-VP16 FLuc	Giardia killer	Rab9 prom act	Tb PFK block	FBPA coupling cs	RORgamma inh	NPC1 promoter act	ELG1 genotox	FLuc modulator	KCNH2 3.1 inh
Cc1ccc(S(=O)(=O)N2CCOCC2)cc1NC(=O)CSc1ccccn1	1%	8%	-7	13%	-1%	-4	11%	16%	3%	3%	3
COc1cccc(OC)c1C(=O)Nc1ccc(S(=O)(=O)Nc2cc(C)nc(C)n2)cc1	0%	-4%	25	16%	0%	17	-22%	9%	3%	-3%	-2
CCC(C)[C@@H](C(=O)NCC1CCC(C(=O)O)CC1)n1nnc2ccccc2c1=O (stereo not given in full)	2%	-2%	0	-4%	4%	6	-2%	0%	6%	5%	-1
COc1ccccc1-c1cc(C(=O)Nc2cc(C)on2)no1	.	1%	-8	?	2%	3	-12%	2%	13%	-13%	9
O=C(COC(=O)c1cccnc1)Nc1ccc2c(c1)OCO2	-5%	-16%	14	-5%	1%	-2	5%	-6%	3%	-7%	1
CCCCOC(=O)c1ccc(N/C(=N\S(=O)(=O)c2ccccc2)c2ccccc2)cc1	-3%	-4%	8	2%	?	0	?	-2%	-10%	1%	-31
Cn1c(N)c(-c2ccccc2)c2ccc([N+](=O)[O-])cc2c1=O	-6%	0%	5	1%	-2%	0	?	-1%	-17%	2%	-6
Cc1ccc(NC(=O)Cc2nc(COC(=O)c3c(F)cccc3Cl)cs2)cc1	-1%	.	-3	.	1%	.	.	.	-1%	.	-1
Cc1ccc(-c2nnc(CSc3nnc(COc4ccccc4)n3-c3ccccc3)o2)cc1	2%	-4%	-4	2%	5%	5	?	-1%	-16%	-15%	-4
Cc1cccc(NCc2nnc(-c3ccccc3)o2)c1C	-9%	-2%	-24	14%	0%	1	?	-1%	2%	-12%	-1
COc1cccc(C2CC(c3cccc(OC)c3)n3nc(N)nc3N2)c1 (stereo not given)	7%	13%	5	-3%	-3%	-1	16%	-4%	14%	4%	3
COc1ccccc1CN1CC(C(=O)N2CCC(C(=O)c3ccccc3)CC2)CCC1=O (stereo not given)	-8%	-7%	17	21%	0%	.	?	-3%	2%	?	-4
CC(C)N(CCn1c(SCC(=O)N2CC(=O)Nc3ccccc32)nc2ccccc2c1=O)C(C)C	-14%	-9%	-13	-7%	0%	4	7%	2%	-6%	-3%	-5
CCCCC(CCCCl)C(=O)Nc1ccccc1 (stereo not given)	-6%	-2%	-14	-2%	1%	8	-1%	0%	0%	0%	-3
CC(=O)/C(=C\N(C)C)Sc1ccc(C)cc1	-6%	3%	-17	1%	-7%	7	-13%	-1%	2%	2%	0
C=CCN=C1CC(C)(C)C(C(=O)OC)C(O)=C1C(=O)CCC (stereo not given)	-9%	-11%	4	-4%	2%	3	3%	0%	2%	0%	-6
CC(C)OC(=O)CSc1nnc(CNc2cccc(Cl)c2)n1C	1%	-2%	14	-4%	-13%	1	-20%	1%	0%	-1%	4
Cc1ccc(NC(=O)CCNC(=O)c2ccccc2Cl)nc1	13%	-6%	12	0%	3%	.	10%	-1%	10%	-1%	-26
COc1ccccc1/C=C1\SC(=S)N(Nc2nc(C)cc(C)n2)C1=O	.	-15%	-5	0%	17%	0	11µM*	1%	-3%	-1%	-4
Cc1c(N2C(=O)c3ccccc3C2=O)c(=O)n(-c2ccccc2)n1C	1%	-2%	-2	-7%	-9%	-1	-10%	9%	3%	-3%	-2
OCCNc1nc2ccccc2[nH]1	-1%	-7%	10	1%	-2%	1	-8%	-6%	0%	0%	29
CCSc1ccccc1C(=O)Nc1nc2ccccc2c(=O)[nH]1	1%	15%	3	1%	-13%	-1	32%	9%	-6%	-14%	2
COc1cc(CNCc2cccc3ccccc23)cc(OC)c1	16%	-19%	18	-3%	1%	0	47%	-5%	-7%	3%	6
Cc1onc(-c2ccccc2)c1C(=O)OCC(=O)N(C)c1c(N)n(Cc2ccccc2)c(=O)[nH]c1=O	4%	.	0	-3%	0%	.	.	-4%	2%	-2%	3
COC(=O)C(=C/C=C/c1cccnc1)C(=O)OC	-10%	-4%	1	-3%	-3%	0	-10%	0%	1%	-3%	8
COc1ccc(NC(=O)COc2ccc(C(=O)NCc3cccnc3)cc2OC)cc1	-16%	.	-8	3%	-1%	.	.	0%	0%	-5%	-7
Cc1ccc(NC(=O)C2CCN(C(=O)NC3CCCCC3)CC2)cc1Cl	2%	-3%	-12	0%	-8%	3	-16%	-1%	3%	12%	-6
COCCNC(=O)/C(=C/c1ccccc1Cl)c1ccccc1	-3%	4%	25	2%	?	-6	1%	1%	-1%	-1%	4
CCCC(=O)NC(c1ccccc1)c1ccc2cccnc2c1O (stereo not given)	-13%	?	5	-46%[inhibitor]	-4%	-2	?	-33%[inhibitor]	18%	-1%	-4
CCN(Cc1ccccc1)C(=O)c1cc2cc(OC)c(OC)cc2[nH]1	1%	-4%	2	1%	-2%	0	4%	-3%	4%	-14%	-2
Cc1nc(NC(=O)C2CC2)sc1C(=O)NC1CCCCC1	-3%	-1%	1	-15%	-1%	1	6%	-5%	4%	-2%	8
O=C(Nc1cccc(Cl)c1Cl)c1cc(S(=O)(=O)NCCc2ccccc2)ccc1F	-2%	4%	14	0%	5%	2	5µM*	-4%	0%	-13%&0%	-2
Cc1cc(C)cc(NC(=S)N(C)C)c1	-1%	-21%	3	-3%	0%	4	10µM*	-3%	-3%	1%	-8
N#Cc1ccc(-c2csc(NNC(=O)c3ccccc3)n2)cc1	-17%	?	-5	6%	-4%	5	11µM*	-2%	-13%	2%	-12
CC(=O)c1ccc(N2CCN(C(=O)C(=O)c3cn(CC(=O)N4CCCCCC4)c4ccccc34)CC2)cc1	-5%	?	-23	-6%	0%	.	18%	-6%	-3%	0%	.
O=C(CN1CCCC1c1cccs1)Nc1cccc(S(=O)(=O)N2CCCC2)c1 (stereo not given)	-4%	.	-7	-7%	-5%	.	.	-3%	-5%	5%	3
CCN1C(=O)[C@H]2[C@@H](c3ccc(C)cc3)N3C(=O)N(c4ccc(C(F)(F)F)cc4)C(=O)[C@@]3(CC)[C@H]2C1=O	-3%	-2%	-4	0%	-1%	1	37%	-2%	-1%	-1%	-1
CC1=NN(S(=O)(=O)c2ccc(F)cc2)C(=O)c2ccccc2O1	-3%	-9%	3	4%	4%	0	-16%	-3%	3%	6%	-16
COc1ccc(C(=O)CN2C(=O)NC(C)(c3ccccc3)C2=O)cc1OC (stereo not given)	4%	-7%	19	6%[1.84 µM]	0%	1	-6%	-2%	-1%	-1%	-2

Another view of nine compounds above:
structure | uPA surface inh | Gal4-VP16 FLuc | Giardia killer | Rab9 prom act | Tb PFK block | FBPA coupling cs | RORgamma inh | NPC1 promoter act | ELG1 genotox | FLuc modulator | KCNH2 3.1 inh
Cc1nc(NC(=O)C2CC2)sc1C(=O)NC1CCCCC1 | -3% | -1% | 1 | -15% | -1% | 1 | 6% | -5% | 4% | -2% | 8
O=C(Nc1cccc(Cl)c1Cl)c1cc(S(=O)(=O)NCCc2ccccc2)ccc1F | -2% | 4% | 14 | 0% | 5% | 2 | 5µM* | -4% | 0% | -13%&0% | -2
Cc1cc(C)cc(NC(=S)N(C)C)c1 | -1% | -21% | 3 | -3% | 0% | 4 | 10µM* | -3% | -3% | 1% | -8
N#Cc1ccc(-c2csc(NNC(=O)c3ccccc3)n2)cc1 | -17% | ? | -5 | 6% | -4% | 5 | 11µM* | -2% | -13% | 2% | -12
CC(=O)c1ccc(N2CCN(C(=O)C(=O)c3cn(CC(=O)N4CCCCCC4)c4ccccc34)CC2)cc1 | -5% | ? | -23 | -6% | 0% | . | 18% | -6% | -3% | 0% | .
O=C(CN1CCCC1c1cccs1)Nc1cccc(S(=O)(=O)N2CCCC2)c1 (stereo not given) | -4% | . | -7 | -7% | -5% | . | . | -3% | -5% | 5% | 3
CCN1C(=O)[C@H]2[C@@H](c3ccc(C)cc3)N3C(=O)N(c4ccc(C(F)(F)F)cc4)C(=O)[C@@]3(CC)[C@H]2C1=O | -3% | -2% | -4 | 0% | -1% | 1 | 37% | -2% | -1% | -1% | -1
CC1=NN(S(=O)(=O)c2ccc(F)cc2)C(=O)c2ccccc2O1 | -3% | -9% | 3 | 4% | 4% | 0 | -16% | -3% | 3% | 6% | -16
COc1ccc(C(=O)CN2C(=O)NC(C)(c3ccccc3)C2=O)cc1OC (stereo not given) | 4% | -7% | 19 | 6%[1.84 µM] | 0% | 1 | -6% | -2% | -1% | -1% | -2
